Screening data as filed in PubChem.
HEK293 NFkB inh – lowers PMA/ionomycin-induced NF-kB signal in HEK293 cells | inhibition, % at 3 µM | 0.21% of 62,000 active | HEK-293 NF-kB luciferase reporter, luminescence;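 active = inhibition above the mean of all tested compounds plus 3 SD, cut at about 40% in these data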;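 note: 0% = stimulated DMSO wells and 100% = 10 µM reference inhibitor 5653914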
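Timing: 1 h pretreatment, 16 h stimulation, 37 °C; system: HEK-293 cells with stable firefly luciferase reporter driven by four HIV NF-kB elements; doses: 3 µM once, 0.30% DMSO; measured by: luciferase luminescence; control set: DMSO and 10 µM reference inhibitor; repeats: single test; reagent: PMA plus ionomycin mix as NF-kB-activating stimulus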
Jurkat tox 60K – cytotoxicity toward Jurkat cells. Jurkat E6.1 viability, ATP luminescence, 48 h. AID 463. inhibition, % at 4 µM. 1.2% of 56,000 active;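 active = inhibition above the mean inhibition of all tested compounds plus 3 SD, cut at about 28% in these data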
JNK3 blocker – JNK3 (human) kinase inhibition; purified JNK3 kinase activity, HTS; P53779; AID 746; 0.61% of 60,000 active; inhibition, % at 8 µM; in the data active = inhibition above about 17%;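 note: 0% = DMSO and 100% = reference inhibitor; many of its hits are not listed in these tables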
Target sequence (P53779 whole entry, looked up): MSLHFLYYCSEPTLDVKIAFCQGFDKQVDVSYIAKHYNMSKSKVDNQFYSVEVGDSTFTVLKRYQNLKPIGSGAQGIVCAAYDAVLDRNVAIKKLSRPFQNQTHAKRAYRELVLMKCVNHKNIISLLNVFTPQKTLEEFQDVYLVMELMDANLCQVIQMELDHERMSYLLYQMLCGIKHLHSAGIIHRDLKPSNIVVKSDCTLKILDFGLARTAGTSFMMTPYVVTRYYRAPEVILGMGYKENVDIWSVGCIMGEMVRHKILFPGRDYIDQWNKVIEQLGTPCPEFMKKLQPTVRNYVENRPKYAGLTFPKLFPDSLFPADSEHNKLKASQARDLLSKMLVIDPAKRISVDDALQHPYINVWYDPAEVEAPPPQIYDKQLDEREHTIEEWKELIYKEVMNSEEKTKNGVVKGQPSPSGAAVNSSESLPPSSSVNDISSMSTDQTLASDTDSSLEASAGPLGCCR
MMP13 inh – MMP13 (human) collagenase inhibition; MMP-13 fTHP FRET cleavage, Mca fluorescence; inhibition, % at 4 µM; 0.07% of 65,000 active; AID 570;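 active = inhibition above the mean of compound-free control plate wells plus 3 SD, cut at about 14% in these data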;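 note: 0% = DMSO wells and 100% = wells with reference MMP-13 inhibitor after basal subtraction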
MKP-1 inh – human dual specificity phosphatase 1 inhibition. P28562. recombinant MKP-1, OMFP hydrolysis fluorescence. 0.15% of 65,000 active. inhibition, %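 (compounds tested at a single concentration somewhere between 10 and 100 µM)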. AID 374;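 active = inhibition above about 50%, limit read from the data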;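 note: 0% = DMSO max control wells and 100% = wells with enzyme stopped by NaOH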
Cdc25B inh – inhibitors of human Cdc25B phosphatase. P30305. recombinant Cdc25B, OMFP fluorescence Ex485/Em525. inhibition, %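 (compounds tested at 10 µM final in the well)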. 0.1% of 65,000 active. AID 368; in the data active = inhibition above about 50%
ROCK2 inh – ROCK2 (human) kinase inhibition | O75116 | purified ROCK2, Kinase-Glo ATP depletion luminescence | inhibition, % at 6 µM | 0.35% of 60,000 active | AID 604;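 active = inhibition above the screen-wide mean inhibition plus 3 SD, cut at about 18% in these data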;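 note: plate controls were DMSO wells for no effect and Y-27632 control wells after no-enzyme background subtraction for full effect; many of its hits are not listed in these tables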
PKA kinase inh – blocks human protein kinase A activity; PKA Kemptide phosphorylation, Kinase-Glo ATP luminescence; inhibition, % at 6 µM; 0.1% of 65,000 active;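 active = inhibition above the screen-wide mean inhibition plus 3 SD, cut at about 21% in these data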; note: many of its hits are not listed in these tables
TNAP act mid DEA – activators of human TNAP at intermediate phosphate acceptor; P05186; AID 813; activation factor at 20 µM; 64,000 tested, under 10 active; purified TNAP, CDP-star luminescence, 100 mM DEA, 30 min; active compounds read high; scale: 0 levamisole-inhibited, 1 vehicle-only enzyme;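 active = activation factor of at least 2 at 20 µM, relative to controls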
Target sequence (P05186 whole entry, looked up): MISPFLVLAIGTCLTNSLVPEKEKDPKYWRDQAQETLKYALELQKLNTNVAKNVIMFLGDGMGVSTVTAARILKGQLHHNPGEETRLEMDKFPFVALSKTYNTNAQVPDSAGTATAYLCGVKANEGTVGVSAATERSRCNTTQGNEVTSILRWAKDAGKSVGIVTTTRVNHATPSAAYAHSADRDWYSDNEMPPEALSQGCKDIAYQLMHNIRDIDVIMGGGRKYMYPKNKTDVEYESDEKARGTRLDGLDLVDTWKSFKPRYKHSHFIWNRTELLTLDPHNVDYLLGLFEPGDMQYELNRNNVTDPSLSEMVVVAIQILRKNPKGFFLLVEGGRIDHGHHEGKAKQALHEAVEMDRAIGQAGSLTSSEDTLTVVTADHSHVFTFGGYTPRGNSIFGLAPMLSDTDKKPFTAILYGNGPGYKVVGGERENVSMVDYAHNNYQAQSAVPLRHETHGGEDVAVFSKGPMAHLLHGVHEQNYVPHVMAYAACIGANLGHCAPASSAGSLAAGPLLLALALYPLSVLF
Numbers without * were called inactive; nt = not tested or not shown; [ ] = another dose, or the depositor's remark.

SMILES	HEK293 NFkB inh	Jurkat tox 60K	JNK3 blocker	MMP13 inh	MKP-1 inh	Cdc25B inh	ROCK2 inh	PKA kinase inh	TNAP act mid DEA
Cn1c(=O)oc2cc(S(=O)(=O)N3CCC(C(=O)N4CC=C(c5ccccc5)CC4)CC3)ccc21	13.4	-2.9	-2.4	1.1	18.4	-3.1	4.9	5.4	0.9
CN1C2C=C3C(C#N)=C(N)C(C#N)(C#N)[C@@H](c4ccc(Cl)cc4)[C@@H]3C1CC2 (some centres not stated)	nt	nt	-1.9	-7.2	0.5	-19.2	-1.0	-1.9	0.9
O=C(NCc1ccc2c(c1)OCO2)c1cc(S(=O)(=O)N2CCCCC2)ccc1F	20.0	-1.5	-4.8	1.6	7.0	-11.9	6.1	2.7	0.9
Cc1cc(=O)oc2cc(OCc3ccc(S(=O)(=O)N4CCOCC4)cc3)ccc12	14.3	0.4	-1.0	-26.1	2.3	-9.4	1.9	10.8	0.9
CN(c1nc(-c2ccccc2)cs1)C1CCS(=O)(=O)C1 (configuration not stated)	13.0	-0.1	-3.3	2.9	5.2	-10.6	3.2	2.5	1
Oc1c(CN2CCN(c3ccccn3)CC2)cc(Cl)c2cccnc12	21.0	44.6*	-9.1	-1.7	7.4	-4.3	-4.0	-5.0	0.8
N#CCCCSC1=C(C#N)C(c2ccccc2Cl)CC(=O)N1 (configuration not stated)	10.5	-8.0	-2.8	-1.3	5.2	1.3	0.9	-5.2	0.9
Cc1onc(-c2ccccc2Cl)c1C(=O)Nc1nnc(-c2ccc(F)cc2)s1	4.9	0.4	6.9	-11.1	11.9	-3.3	6.9	8.3	0.9
COc1cc(NC(=O)c2cccc(Cl)c2)c(OC)cc1NC(=O)CN1CCOCC1	11.9	0.2	-8.3	1.7	13.5	2.8	6.2	5.7	0.9
CCOc1ccc(NC(=O)c2cccc(-n3cnnn3)c2)cc1	3.7	nt	nt	5.1	-17.4	-3.1	nt	-4.9	1
COc1ccc(CCNC(=O)C2CCC(CNc3c(N4CCCC4)c(=O)c3=O)CC2)cc1OC (configuration not stated)	10.3	-0.2	2.5	-3.8	-2.7	14.0	2.3	4.6	0.9
CC(=O)c1cccc(NC(=O)Nc2c(C)nn(C)c2C)c1	0.6	-1.3	-2.4	2.4	1.3	0.4	5.2	12.8	0.9
CCOc1cccc(OCCCCn2ccnc2)c1	7.3	13.4	-0.3	1.0	-12.5	-17.2	6.5	6.5	1
OC(c1ccccc1)c1nc2ccccc2s1 (configuration not stated)	17.2	7.2	3.3	-2.0	11.6	-19.7	8.4	9.6	0.9
COc1ccc(S(=O)(=O)N(C)CC(=O)Nc2cccc(C(C)=O)c2)cc1	3.6	-3.4	-5.7	-1.2	-6.2	-10.2	0.8	2.2	0.9
COc1ccc(-n2ncc3c(=O)n(CC(=O)OCc4ccccc4)cnc32)cc1	3.7	-4.8	3.6	-5.7	-8.9	-2.8	5.6	6.7	0.9
Cc1cc(C)n2nc(SCC(=O)Nc3c(C)nn(-c4ccccc4)c3C)nc2n1	8.6	-2.9	0.2	-2.6	8.8	-15.5	2.5	8.3	0.9
CCC1(C)CC(=O)N(c2ccc(C(=O)O)c(O)c2)C1=O (configuration not stated)	-2.4	-10.6	3.3	-21.5	-17.1	-2.0	7.4	5.0	0.9
Cc1ccc2nc(NC(=O)C3CCCN(S(=O)(=O)c4cccnc4)C3)sc2c1 (configuration not stated)	1.4	4.4	13.5	2.3	39.6	-11.9	-0.1	7.9	1
c1ccc2c(c1)[nH]c1nc3nncn3nc12	-16.0	-2.4	-3.9	-3.1	3.0	-3.7	4.9	9.2	0.9

Next section; it opens with the 2 that closed the last part.
SMILES	HEK293 NFkB inh	Jurkat tox 60K	JNK3 blocker	MMP13 inh	MKP-1 inh	Cdc25B inh	ROCK2 inh	PKA kinase inh	TNAP act mid DEA
Cc1ccc2nc(NC(=O)C3CCCN(S(=O)(=O)c4cccnc4)C3)sc2c1 (configuration not stated)	1.4	4.4	13.5	2.3	39.6	-11.9	-0.1	7.9	1
c1ccc2c(c1)[nH]c1nc3nncn3nc12	-16.0	-2.4	-3.9	-3.1	3.0	-3.7	4.9	9.2	0.9
Cc1cc(C(=O)CSc2nnc(Nc3ccccc3)s2)c(C)n1CC1CCCO1 (configuration not stated)	5.3	-1.5	-1.9	9.0	21.9	11.5	0.7	-5.6	0.9
NC(=O)CSc1nnc2sc3ccccc3n12	11.2	-3.9	2.3	-1.1	3.9	-6.3	1.1	4.7	0.9
COCCn1c(=S)[nH]c2cc(C(=O)N3CCN(c4ccc(F)cc4)CC3)ccc2c1=O	19.3	nt	nt	5.2	6.3	-12.9	nt	-0.1	0.9
Cc1cccc(-n2ncc3c(N4CCOCC4)ncnc32)c1	4.5	2.9	-3.8	5.1	2.3	4.5	-9.0	-9.7	0.9
CN1C(=O)c2ccc(C(=O)NCc3ccccc3)cc2C1=O	5.8	-0.7	5.9	5.8	-1.5	-9.6	6.8	2.9	0.9
CCC1C(=O)N=C(SCC(=O)Nc2ccc(C(=O)OC)cc2)NC1=O (configuration not stated)	19.9	9.6	3.8	1.1	28.3	-9.7	-0.7	-0.9	1.1
CCCCn1nnnc1NCc1cccc(OC)c1OC	-2.2	0.2	-2.7	2.3	4.3	-17.6	-6.4	11.5	1
CCN(CC)c1ccc(NC(=O)CN2CCN(c3ccccc3F)CC2)cc1	4.8	-1.3	-5.4	5.3	-6.4	-11.6	3.6	7.2	0.9
Cc1[nH]c(=O)[nH]c(=O)c1S(=O)(=O)N1CCCC(C(=O)NCc2ccco2)C1 (configuration not stated)	12.2	nt	nt	6.8	4.5	-11.8	nt	3.4	0.9
CCn1ncc(C2=NOC(C(=O)NCc3ccc(OC)cc3)C2)c1C (configuration not stated)	11.5	39.0*	-2.8	5.0	10.5	-9.0	4.1	0.4	1
COc1ccc(NC(=O)CSc2nnc(-c3ccccc3)n2N)cc1	10.1	nt	nt	-0.1	1.7	-5.3	nt	4.7	0.9
O=C(NCCN1CCOCC1)c1csc2c1CCCC2	9.1	4.3	1.1	5.3	-12.3	-14.6	4.2	10.1	0.8
Cn1cccc1C(=O)N1CCN(c2cccc(C(F)(F)F)c2)CC1	9.9	-7.4	4.2	3.6	18.9	2.8	-0.4	-2.7	0.9
CCc1nn(C(C)C(=O)N2CCc3ccccc3C2)c(=O)c2cc3occc3n12 (configuration not stated)	20.1	-2.3	9.0	-4.8	-7.8	-10.2	1.7	-0.8	1
CC(=O)O[C@]1(C(C)=O)CC[C@H]2[C@@H]3C[C@H](C)C4=CC(=O)CC[C@]4(C)[C@H]3CC[C@@]21C	nt	nt	2.9	-10.6	1.4	-12.6	5.0	-0.2	0.9
CCC(C(=O)Nc1ccccc1OC)n1c(C(=O)OC)cc2ccsc21 (configuration not stated)	11.5	4.3	-2.4	-0.1	3.1	-13.0	-5.0	-5.0	0.9
CCn1c(SCC(=O)Nc2c(C)n(C)n(-c3ccccc3)c2=O)nnc1-c1cccc(C)c1	19.7	2.5	5.1	0.1	18.0	-2.9	-1.1	-4.8	0.9
Nc1nc(SCC(=O)N2CCc3ccccc32)[nH]c(=O)c1-c1ccccc1	-12.1	-5.1	8.3	-0.9	-3.0	0.0	3.6	4.7	0.6
COc1cccc(C2(O)CCN(C(=O)C3CCC3)CC2)c1	-3.2	3.9	-3.5	0.8	4.8	-18.8	3.5	5.8	1
C[C@@H]1C[C@H]2[C@@H]3C[C@H](F)C4=CC(=O)C=C[C@]4(C)[C@@]3(F)[C@@H](O)C[C@]2(C)[C@@]1(O)C(=O)CO	nt	nt	3.3	0.6	-5.9	-5.2	5.8	4.2	0.9
Cc1cccc(OCC(=O)NCCN2CCOCC2)c1	13.0	3.6	-8.9	-3.1	3.6	3.3	-4.7	1.3	1
COc1ccc(C2C(C#N)=C(N)Oc3cc(O)ccc32)cc1OC (configuration not stated)	2.1	-2.5	-2.1	-0.4	-2.6	-6.7	4.6	9.0	1
COc1ccc(-n2nnc3c(SCC(=O)N4CCCc5ccccc54)ncnc32)cc1	9.1	1.3	-12.7	2.1	5.1	-20.8	-0.1	4.0	0.9
COc1ccc(NC(=O)COc2nsnc2N2CCCCC2)cc1	29.2	11.1	5.2	4.6	-0.6	8.7	-1.3	-4.5	0.9
CCCc1cc(C(=O)Nc2ccccc2SC)no1	13.7	3.8	-3.4	7.2	-10.3	-10.2	-3.5	-12.8	0.8
CCOC(=O)c1nc2sc(C)c(C)c2c(=O)[nH]1	26.9	8.8	-0.5	-146.6[fluorescence artefact?]	19.8	-8.4	-2.3	3.8	1.3
CCOc1ccc(C2=[N+]([O-])C(C)(C)N(O)C2(C)C)cc1	10.5	-4.0	1.6	7.0	-5.8	-3.8	8.1	11.8	0.9
Cc1cc(=O)[nH]c(SCC(=O)c2ccc(C)c(C)c2)n1	10.8	-3.5	-6.4	1.6	6.7	2.7	-0.9	-3.8	1.1
CC(Sc1ncc(C#N)c(N)n1)C(=O)Nc1ccccc1 (configuration not stated)	-5.0	-14.6	6.0	1.7	-7.4	-11.1	2.4	5.6	0.9
CN1CCN(Cc2nc3c(c(=O)n(C)c(=O)n3C)n2Cc2cccc3ccccc23)CC1	8.7	-18.4	0.3	0.6	-2.0	-3.3	8.2	-2.3	nt
COC(=O)c1ccc(OC)c(CSc2nnc(COc3ccccc3)o2)c1	2.5	7.0	2.5	-0.8	-33.5	-15.2	8.5	7.1	0.9
CCNC(=O)c1cc2c(=O)n3cccc(C)c3nc2n(CCc2ccccc2)c1=N	nt	nt	5.2	-438.4[fluorescence artefact?]	-11.6	17.4	4.4	-1.1	0.9
Cn1c(=O)c2c(nc(SCc3nn[nH]n3)n2Cc2ccccc2F)n(C)c1=O	14.0	3.3	2.5	2.7	0.6	-5.7	-5.7	-8.4	1
CCOc1ncccc1C(=O)OCCN1C(=O)c2ccccc2C1=O	0.8	2.5	4.0	0.7	-4.9	1.9	1.0	4.7	1
COc1ccc(Cc2noc(-c3ccc(OC)c(OC)c3)n2)cc1OC	5.3	5.5	12.0	-2.3	16.4	-36.1	1.5	5.8	1
COc1cccc2c(=O)n(CC(=O)Nc3cccc(F)c3)ccc12	10.4	4.3	9.6	-2.9	4.6	-3.0	-1.4	-8.1	0.9
CCN1CCc2nc(SCC(=O)Nc3ccc(OC)cc3)c(C#N)cc2C1	16.3	2.6	-8.6	-3.8	-0.1	-13.8	4.8	7.3	1
CCCCOc1ccc(OC(=O)c2cccnc2)cc1	4.8	16.9	1.2	-11.9	-15.9	-5.3	4.0	13.1	0.9
COc1ccccc1OCc1nc(C#N)c(N2CCC(C(N)=O)CC2)o1	4.8	8.6	0.9	1.3	-14.8	12.6	2.2	5.3	0.9
COC(=O)c1ccc(Oc2cc(C)nc(NCc3ccccc3)n2)cc1	-12.7	-3.6	0.4	8.1	-15.2	-21.5	5.0	12.3	0.9
Cc1ccc(NC(=O)c2cnn(-c3ccccc3)c2NC(=O)c2ccco2)cc1C	1.5	-2.5	-2.3	4.5	0.4	1.6	-3.4	-11.3	0.9
O=C(O)C1CC=CCC1C(=O)NCc1cn2ccccc2n1 (configuration not stated)	4.1	-7.0	-2.9	-17.9	4.6	-24.1	6.0	7.4	0.9
Cc1ccc(-n2c(=O)c3sccc3n(CC(=O)NCc3ccco3)c2=O)cc1	13.4	-8.3	-5.5	-6.6	21.1	8.5	3.4	6.9	0.9

Some entries already given, reduced to HEK293 NFkB inh and PKA kinase inh.
Molecule | HEK293 NFkB inh | PKA kinase inh
CN1C2C=C3C(C#N)=C(N)C(C#N)(C#N)[C@@H](c4ccc(Cl)cc4)[C@@H]3C1CC2 (some centres not stated) | nt | -1.9
NC(=O)CSc1nnc2sc3ccccc3n12 | 11.2 | 4.7
